Screens as filed in PubChem.
Salmonella PhoP GFP: PhoP regulon inhibitors, Salmonella typhi PhoP promoter GFP reporter, confirmatory (AID 1850) | actives 0.33% (n = 310,000) | Salmonella Typhi PhoP-promoter GFP reporter, fluorescence, 4 h; higher % means a stronger effect | inhibition, % at 50 µM; hits with a dose series show IC50 in µM; in the data active means a potency from the dose series; inconclusive means inhibition mostly from about 25% at the one dose, without a potency; inactive means the rest, 99 in 100 with inhibition below about 19%;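 further: 0% = induced wells with vehicle and 100% = uninduced wells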
tuberculosis growth: growth inhibition of non-replicating M. tuberculosis (AID 488890); actives 0.39% (n = 320,000); one-dose inhibition, % at 25 µM; IC50 in µM for titrated hits; Mycobacterium tuberculosis non-replicating, growth inhibition; higher % means a stronger effect; in the data active means a potency from the dose series; inconclusive means inhibition mostly from about 82% at the one dose, without a potency; inactive means the rest, 99 in 100 with inhibition below about 76%;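 further: plate controls were DMSO cells for no effect and high antibiotic wells for full effect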
H37Rv inhibition: M. tuberculosis growth inhibition, HTS (AID 449762). M. tuberculosis H37Rv growth inhibition, 7H9 media; higher % means a stronger effect. one-dose inhibition, % at 25 µM; IC50 in µM for titrated hits. actives 0.59% (n = 330,000); in the data active means a potency from the dose series; inconclusive means inhibition above about 70% without an active follow-up result;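 further: bacterial growth assessed after seven days of incubation; strong numbers were not always called active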
influenza NS1A: H1N1 influenza NS1A inhibitors, functional cell based assay (AID 504329) | NS1A functional cell-based assay, percent inhibition; higher % means a stronger effect | one-dose inhibition, % at 12.5 µM; IC50 in µM for titrated hits | actives 0.3% (n = 340,000); in the data active means a potency from the dose series; inconclusive means inhibition above about 27% without an active follow-up result; further: strong numbers were not always called active
inhibitors of VEEV: inhibitors of VEEV TC-83 cytopathic effect, confirmation, Vero cells (AID 588727) | actives 0.13% (n = 350,000) | one-dose inhibition, % at 20 µM; IC50 in µM for titrated hits | Vero cells, VEEV TC-83 cytopathic effect inhibition; higher % means a stronger effect; in the data active means a potency from the dose series; inconclusive means inhibition mostly from about 14% at the one dose, without a potency; inactive means the rest, 99 in 100 with inhibition below about 12%; further: strong numbers were not always called active
inhibitors of VEEV 10K pilot screen: second read-out of inhibitors of VEEV, no call of its own (marks repeat the call); inhibition, %; measured here: 10K pilot screen inhibition
The depositor's hits bear a star. An unsorted share of the library (roughly 1.5% active in at least one column).

Screening O=[N+]([O-])c1ccc(-n2nnnc2-c2ccccc2)c([N+](=O)[O-])c1 returned Salmonella PhoP GFP 1.5%, tuberculosis growth 6.37µM*, H37Rv inhibition inconclusive, influenza NS1A -6.0% and inhibitors of VEEV inactive.
For O=C(CCNC(=O)c1ccccc1)OCC(=O)c1cccc(Cl)c1 the results were Salmonella PhoP GFP -1.5%, tuberculosis growth -6.8%, H37Rv inhibition 2.5%, influenza NS1A 15.5% and inhibitors of VEEV 2.6%.
Screening O=C(c1ccco1)N1CCN=C1SCc1ccccc1Cl returned Salmonella PhoP GFP 1.3%, tuberculosis growth 27.3%, H37Rv inhibition -4.2%, influenza NS1A -6.3% and inhibitors of VEEV 2.7%.
Screening O=C(NC1CCCCC1)c1cc(-c2ccccc2Cl)on1 returned Salmonella PhoP GFP -17.0%, tuberculosis growth 26.1%, H37Rv inhibition 1.1%, influenza NS1A -4.0% and inhibitors of VEEV inactive.
COc1ccccc1NC(=O)C1CC(C)OC1=O (centres undefined) was read as Salmonella PhoP GFP 0.7%, tuberculosis growth -3.0%, H37Rv inhibition -2.0%, influenza NS1A -2.1% and inhibitors of VEEV 3.2%.
Nc1cc(C(=O)OCC(=O)NCCNC(=O)COC(=O)c2ccc(Cl)c(N)c2)ccc1Cl was read as Salmonella PhoP GFP 3.8%, tuberculosis growth 13.2%, H37Rv inhibition 8.6%, influenza NS1A 0.7% and inhibitors of VEEV 1.1%.
Screening CC(=O)Nc1cccc(C(=O)N2CCN(S(=O)(=O)Cc3ccccc3)CC2)c1 returned tuberculosis growth -0.9%, H37Rv inhibition 0.3%, influenza NS1A -2.8% and inhibitors of VEEV 0.7%.
Screening Cc1ccc(Oc2ncnc(N)c2[N+](=O)[O-])cc1C returned Salmonella PhoP GFP 6.8%, tuberculosis growth 19.4%, H37Rv inhibition -3.7%, influenza NS1A -8.1% and inhibitors of VEEV 1.6%.
For Cc1oc2c(cc(NS(=O)(=O)c3cccs3)c3ccccc32)c1C(=O)OC(C)C the results were Salmonella PhoP GFP -5.9%, tuberculosis growth 13.6%, H37Rv inhibition -4.8%, influenza NS1A 0.1% and inhibitors of VEEV 4.2%.
Screening O=C(COc1ccc(CO)cc1Cl)Nc1ccc(F)cc1 returned Salmonella PhoP GFP -6.5%, tuberculosis growth 3.6%, influenza NS1A 8.3% and inhibitors of VEEV 1.4%.
Screening COc1cc(C(C)=O)ccc1OC(=O)N(C)c1ccccc1 returned Salmonella PhoP GFP -0.5%, tuberculosis growth 14.0%, H37Rv inhibition 3.0%, influenza NS1A -37.8% and inhibitors of VEEV inactive.
`N#Cc1ccccc1S(=O)(=O)N1CCN(CC(=O)NCC2(N3CCOCC3)CCCCC2)CC1` gave tuberculosis growth -5.5%, H37Rv inhibition 3.5%, influenza NS1A -4.4% and inhibitors of VEEV 3.2%.
For Cc1ccc(C)c(C(=O)COC(=O)CCN2C(=O)C3C4CCC(C4)C3C2=O)c1 (centres undefined) the results were influenza NS1A 20.1% and inhibitors of VEEV 1.0%.
For COc1ccc(CCN2C(=O)N(c3ccc(OC)cc3)C(=O)C2CC(=O)Nc2ccccc2)cc1 (centres undefined) the results were Salmonella PhoP GFP 4.5%, tuberculosis growth 24.6%, H37Rv inhibition 0.1%, influenza NS1A -9.7% and inhibitors of VEEV 10.1%.
`CCCCOC(=O)c1ccc(NC(=O)c2ccccc2OC)cc1` gave Salmonella PhoP GFP -6.1%, tuberculosis growth 39.1%, H37Rv inhibition inconclusive, influenza NS1A 2.8% and inhibitors of VEEV 2.2%.
`CCC(=O)Nc1cccc(NC(=O)CSc2nnnn2Cc2ccccc2)c1` gave Salmonella PhoP GFP 6.2%, tuberculosis growth -11.1%, H37Rv inhibition 0.5%, influenza NS1A 17.6% and inhibitors of VEEV 2.4%.
Screening CCNC(=O)CN(CCc1ccccc1)S(C)(=O)=O returned Salmonella PhoP GFP 5.2%, tuberculosis growth -16.9%, H37Rv inhibition -2.7%, influenza NS1A -8.8% and inhibitors of VEEV 1.3%.
`Cc1csc(NC(=O)CSc2nc3ccccc3s2)n1` gave Salmonella PhoP GFP 6.4%, tuberculosis growth inconclusive, H37Rv inhibition 70.3%, influenza NS1A 3.5% and inhibitors of VEEV 0.2%.
For CC(=O)COC(=O)C1CCN(S(=O)(=O)c2cc([N+](=O)[O-])ccc2Cl)CC1 the results were Salmonella PhoP GFP 9.3%, tuberculosis growth -3.1%, H37Rv inhibition -5.6%, influenza NS1A 10.6% and inhibitors of VEEV 0.2%.
Screening O=S(=O)(F)c1ccc2nc(-c3cccc(Sc4ccccc4)c3)cc(Cl)c2c1 returned Salmonella PhoP GFP -8.7%, tuberculosis growth 45.3%, H37Rv inhibition inconclusive, influenza NS1A 11.4% and inhibitors of VEEV 2.4%.

Next section, overlapping the part above by 2 compounds.
For CC(=O)COC(=O)C1CCN(S(=O)(=O)c2cc([N+](=O)[O-])ccc2Cl)CC1 the results were Salmonella PhoP GFP 9.3%, tuberculosis growth -3.1%, H37Rv inhibition -5.6%, influenza NS1A 10.6% and inhibitors of VEEV 0.2%.
Screening O=S(=O)(F)c1ccc2nc(-c3cccc(Sc4ccccc4)c3)cc(Cl)c2c1 returned Salmonella PhoP GFP -8.7%, tuberculosis growth 45.3%, H37Rv inhibition inconclusive, influenza NS1A 11.4% and inhibitors of VEEV 2.4%.
For CC1CCCCN1S(=O)(=O)c1ccc(N(C(=O)c2cnccn2)C(C(=O)NC2CCCCC2)c2cccs2)cc1 (centres undefined) the results were Salmonella PhoP GFP 12.3%, tuberculosis growth 66.0%, H37Rv inhibition -3.8%, influenza NS1A -7.9% and inhibitors of VEEV inactive.
Nc1cc(-c2cccc(Br)c2)nn1Cc1ccccc1 was read as Salmonella PhoP GFP -7.0%, tuberculosis growth 6.8%, H37Rv inhibition 6.3%, influenza NS1A 5.0% and inhibitors of VEEV 0.2%.
Screening O=C(Nc1ccc(N2CCN(C(=O)c3ccco3)CC2)cc1)c1ccco1 returned Salmonella PhoP GFP 0.4%, tuberculosis growth 16.4%, H37Rv inhibition -1.9%, influenza NS1A 5.7% and inhibitors of VEEV inactive.
Screening CC1CC1C(=O)OCC(=O)NC(=O)c1ccc(C(C)(C)C)cc1 (centres undefined) returned tuberculosis growth 35.5%, H37Rv inhibition 4.2%, influenza NS1A -1.6% and inhibitors of VEEV 1.7%.
`O=C(Cc1ccc(F)cc1)Nc1c(C(=O)N2CCN(c3ncccn3)CC2)oc2ccccc12` gave Salmonella PhoP GFP -4.9%, tuberculosis growth 12.9%, H37Rv inhibition 3.7%, influenza NS1A 3.0% and inhibitors of VEEV 3.5%.
Cc1ccc2nc(N3C(=O)C(O)=C(C(=O)c4ccco4)C3c3ccc(O)cc3)sc2c1 (centres undefined) was read as Salmonella PhoP GFP -8.0%, tuberculosis growth 14.5%, H37Rv inhibition 5.6%, influenza NS1A -11.3% and inhibitors of VEEV 1.0%.
`C/C(=N\NC(=O)c1ccccc1Cl)c1ccccn1` gave Salmonella PhoP GFP -4.8%, tuberculosis growth inconclusive, H37Rv inhibition inconclusive, influenza NS1A 11.1µM* and inhibitors of VEEV inconclusive.
`Cc1cc(C)c(NC(=O)/C=C\C(=O)O)c([N+](=O)[O-])c1` gave Salmonella PhoP GFP -1.5%, tuberculosis growth 38.3%, H37Rv inhibition -10.1%, influenza NS1A 9.7% and inhibitors of VEEV 0.6%.
C/C(=N/Oc1nc(C)cc(C)n1)c1ccc(Br)cc1 was read as Salmonella PhoP GFP -6.7%, tuberculosis growth 3.2%, H37Rv inhibition -3.9%, influenza NS1A -2.7% and inhibitors of VEEV 0.7%.
`CC(=O)c1ccc(NC(=O)N2CCCC(C(=O)c3ccc4c(c3)OCO4)C2)cc1` (centres undefined) gave Salmonella PhoP GFP -3.8%, tuberculosis growth -21.4%, H37Rv inhibition 3.4%, influenza NS1A 1.9% and inhibitors of VEEV 0.7%.
Screening COc1ccccc1OCC(=O)NC1CCSc2ccccc21 (centres undefined) returned tuberculosis growth 38.0%, H37Rv inhibition -1.3%, influenza NS1A -6.2% and inhibitors of VEEV 0.8%.
`COCCCN(CC(=O)Nc1ccc(N2CCOCC2)cc1)S(=O)(=O)c1ccccc1` gave Salmonella PhoP GFP 4.8%, tuberculosis growth 0.5%, H37Rv inhibition 5.7%, influenza NS1A 9.5% and inhibitors of VEEV 0.1%.
For COc1ccc(CC(=O)NC(C)c2nnc(SCCOc3ccc(OC)cc3)n2C)cc1 (centres undefined) the results were Salmonella PhoP GFP -5.8%, tuberculosis growth 13.6%, H37Rv inhibition -1.4%, influenza NS1A 2.1% and inhibitors of VEEV 3.7%.
CCCC(=O)Nc1nc(C)c(-c2csc(Nc3ccc(Cl)cc3)n2)s1 was read as Salmonella PhoP GFP -4.3%, tuberculosis growth 35.1%, H37Rv inhibition -10.2%, influenza NS1A 2.5%, inhibitors of VEEV 5.8% and inhibitors of VEEV 10K pilot screen 7.0.
Screening COc1ccccc1N1CCN(C(=O)Cc2cccs2)CC1 returned Salmonella PhoP GFP 1.9%, tuberculosis growth -2.5%, H37Rv inhibition -16.3%, influenza NS1A -0.8% and inhibitors of VEEV 1.8%.
CCN(CC)S(=O)(=O)c1cc(NS(=O)(=O)c2c(Cl)cccc2Cl)ccc1C was read as Salmonella PhoP GFP -8.3%, tuberculosis growth -13.1%, H37Rv inhibition 36.8%, influenza NS1A 4.0% and inhibitors of VEEV 0.7%.
Cc1c2cnn(CC(=O)NCCCN3CC(C)CC(C)C3)c(=O)c2c(C)n1Cc1ccccc1Cl (centres undefined) was read as Salmonella PhoP GFP -13.4%, tuberculosis growth 12.0%, H37Rv inhibition 9.7%, influenza NS1A 12.9% and inhibitors of VEEV inactive.
`CCOP(=O)(Cc1cc(C#N)oc1C)OCC` gave Salmonella PhoP GFP -3.5%, tuberculosis growth 11.7%, H37Rv inhibition -5.5%, influenza NS1A -2.8% and inhibitors of VEEV inactive.
CCC(C)N1CNc2c(c(=O)[nH]c(=S)n2-c2cccc(C)c2)C1 (centres undefined) was read as Salmonella PhoP GFP -1.9%, tuberculosis growth -19.1%, H37Rv inhibition 5.0%, influenza NS1A -14.6% and inhibitors of VEEV 1.0%.
`Cn1c(N)c(C(=O)c2ccc(Cl)c(S(=O)(=O)N3CCCCCC3)c2)c(=O)n(C)c1=O` gave tuberculosis growth 9.7%, H37Rv inhibition 5.2%, influenza NS1A -8.0% and inhibitors of VEEV 2.6%.
For Cc1cccc(C)c1NC(=O)CSc1nnc(Cn2nnc(-c3ccccc3)n2)n1-c1ccccc1 the results were Salmonella PhoP GFP 5.8%, tuberculosis growth 6.2%, H37Rv inhibition 0.2%, influenza NS1A -4.5% and inhibitors of VEEV 2.6%.
`CNC(=S)N/N=C(\C)c1cccc([N+](=O)[O-])c1` gave Salmonella PhoP GFP -6.8%, tuberculosis growth 70.0%, H37Rv inhibition -2.2%, influenza NS1A -2.1% and inhibitors of VEEV 0.3%.
CC[C@H](C)[C@H]1CNC(=S)N1CC1CCN(CCC23CC4CC(CC(C4)C2)C3)CC1 was read as influenza NS1A -12.6% and inhibitors of VEEV inactive.
For O=C(N/N=C/c1ccc([N+](=O)[O-])o1)c1ccc(NS(=O)(=O)c2cccs2)cc1 the results were Salmonella PhoP GFP 3.1%, tuberculosis growth 9.88µM*, H37Rv inhibition inconclusive, influenza NS1A 5.5% and inhibitors of VEEV 0.6%.
For ONC(=Nc1ccc(Cl)cc1)c1ccccc1Cl the results were Salmonella PhoP GFP 13.4%, tuberculosis growth -0.4%, H37Rv inhibition 3.5%, influenza NS1A -0.3% and inhibitors of VEEV inactive.
For CC(OC(=O)c1ccc(NC(=O)CC#N)cc1)C(=O)NC(=O)NC1CCCCC1 (centres undefined) the results were Salmonella PhoP GFP 5.5%, tuberculosis growth -2.6%, H37Rv inhibition 2.3%, influenza NS1A -3.7% and inhibitors of VEEV 4.4%.
Screening COC(=O)c1c(-c2ccc(OC)cc2)oc2ccccc12 returned Salmonella PhoP GFP 1.4%, tuberculosis growth 11.5%, H37Rv inhibition 25.6%, influenza NS1A -5.8% and inhibitors of VEEV 0.5%.
`CCSc1nc2sc3c(c2c(=O)n1-c1ccc(C)cc1)CCN(C)C3` gave influenza NS1A -7.6% and inhibitors of VEEV inactive.
For Cc1c(F)cccc1NS(=O)(=O)c1ccc2c(c1)c(=O)n(C)c(=O)n2C the results were Salmonella PhoP GFP -12.1%, tuberculosis growth -4.3%, H37Rv inhibition -3.9%, influenza NS1A -12.1% and inhibitors of VEEV 3.0%.
